Bioassay records (PubChem BioAssay)
ALOX12 inh – Primary qHTS assay for inhibitors of human arachidonate 12S-lipoxygenase (ALOX12): Round 2. purified 12hLO, xylenol orange hydroperoxide absorbance. Potency, µM (doses to about 108 µM), inactives show at the highest dose activity change, negative = inhibition, usual class: inhibitors. 580,000 tested, 1.1% active. AID 1671190, 2021; active = well fitted inhibition curve with a large enough effect; inconclusive = small, poorly fitted or top-dose-only effect, or another doubt; inactive = no such curve, though single readings can be large or run the other way
Target sequence (P18054 whole entry, looked up): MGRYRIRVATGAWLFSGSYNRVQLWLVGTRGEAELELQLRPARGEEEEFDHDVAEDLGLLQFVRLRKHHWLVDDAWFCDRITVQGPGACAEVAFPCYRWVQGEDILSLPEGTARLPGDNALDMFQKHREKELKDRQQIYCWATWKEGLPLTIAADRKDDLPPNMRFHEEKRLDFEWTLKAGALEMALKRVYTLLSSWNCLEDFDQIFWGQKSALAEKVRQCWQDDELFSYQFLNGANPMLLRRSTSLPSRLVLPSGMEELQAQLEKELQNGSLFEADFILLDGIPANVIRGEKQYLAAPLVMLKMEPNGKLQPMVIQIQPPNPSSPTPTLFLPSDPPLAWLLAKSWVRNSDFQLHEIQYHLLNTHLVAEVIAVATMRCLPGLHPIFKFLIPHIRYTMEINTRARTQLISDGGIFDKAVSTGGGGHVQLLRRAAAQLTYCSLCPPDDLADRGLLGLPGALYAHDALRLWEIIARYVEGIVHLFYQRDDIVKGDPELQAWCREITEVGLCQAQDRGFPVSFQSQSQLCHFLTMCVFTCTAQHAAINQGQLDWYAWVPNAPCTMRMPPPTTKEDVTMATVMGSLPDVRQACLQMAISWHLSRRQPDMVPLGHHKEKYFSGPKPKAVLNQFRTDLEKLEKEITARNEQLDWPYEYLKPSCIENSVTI
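Purified human 12hLO (150 nM final) in 25 mM Hepes, 0.01% Triton X-100, pH 7.0 was preincubated 15 min at room temperature with compound. Then 40 uM arachidonic acid was added, 30 min. Hydroperoxide was read by Fe-XO absorbance ratio 573/405 nm.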
* = called active by the depositor; ? = inconclusive; [ ] = another dose, or the depositor's remark. % is scaled to controls: 0 for no effect and ±100 for the full control effect; potency is read from the fitted curve at half-maximal effect. The list is partial (hit frequency here may not be typical).

| SMILES | ALOX12 inh |
| --- | --- |
| CC(NC(=O)Cc1c(Cl)cccc1Cl)c1ccccn1 (stereo not drawn) | ? |
| Cn1nc2n(c1=O)CCN(C(=O)c1ccncn1)CC2 | 27% |
| CC1CCCCN1c1ccc(C(N)=O)cc1NC(=O)c1cccc(-n2cnnc2)c1 (stereo not drawn) | 12% |
| CNC(=O)Cn1nc(C2CCN(C(=O)c3ccc(F)cc3)CC2)c2c1CCOC2 | 46%[activator] |
| Cc1oc(-c2ccccc2)nc1C(=O)Nc1ccccc1C(N)=O | -5% |
| COc1ccc2cc(C(=O)c3cc4ccc(OC)cc4oc3=O)c(=O)oc2c1 | -28% |
| Cc1ccsc1C(=O)C1CCCN(Cc2ccc(C#CC(C)(C)O)cc2)C1 (stereo not drawn) | 0% |
| Cc1nncn1C1CCN(S(=O)(=O)c2ccc(Cl)cc2)CC1 | ? |
| Cc1cccc2c1nc1n2[C@@H](CNC2CCC2)COC1 | 5%[176 µM] |
| CN(C)C(CNC(=O)CCc1ncc(-c2ccccc2)o1)c1cccc(F)c1 (stereo not drawn) | 24% |
| CCC(=O)N1N=C(c2cn(-c3ccccc3)nc2-c2ccc(OC)cc2)CC1c1ccco1 (stereo not drawn) | ? |
| CCC(CC)NC(=O)COc1ccc2ccc(=O)oc2c1 | -11% |
| CNC(=O)[C@@H]1CN(S(=O)(=O)c2cccnc2)C[C@H]1C1CCN(C)CC1 | 45%[activator] |
| O=C1CN(Cc2ccc(-c3cnc4c(OCc5ccccc5)nccn34)cc2)CCN1 | 30%[activator][176 µM] |
| c1ccc(CNc2ncc(CN3CCC4(CCNCC4)CC3)cn2)cc1 | 90%[activator] |
| CN(c1cc(=O)c2ccnc(Nc3ccn(C)n3)c2o1)C1CCOCC1 | ? |
| COc1ccc(-c2ccc3ncc(Nc4cc(F)cc(N5CCOCC5)c4)n3n2)cn1 | 13%[176 µM] |
| CCCCCN(C(=O)CCc1cn(CCCCC)c2ccccc12)c1ccc(N(C)c2ccccn2)cc1 | -24% |
| CCn1c(SCc2cc3c(cc2Br)OCO3)nc2cc(S(N)(=O)=O)ccc21 | ? |
| COCc1noc([C@@H]2CC(F)(F)CN2C(=O)CC(C)(C)C)n1 | 31%[activator] |
| Cc1c(Cc2ccccc2)c(-n2ccnc2)n2c(nc3ccccc32)c1C#N | 6% |
| CCCOc1cccc(-c2cc(C(=O)O)c3cc(C)ccc3n2)c1 | -17% |
| CNC(=O)NC[C@H]1CCN(Cc2ccc(OC)c(OC)c2)C[C@H]1N(C)C | 42% |
| CCCNc1c(NS(=O)(=O)c2ccc(F)cc2)c(=O)oc2ccccc12 | 5% |
| Cc1cnc(C(=O)N2CCCC(Cc3noc(-c4ccccn4)n3)C2)cn1 (stereo not drawn) | 39% |
| C=CCN(CC#Cc1ccccc1)Cc1ccc(OC)cc1OC | 38%[activator] |
| COc1ccccc1CC(=O)N1CCCc2ncc(C(=O)Nc3cccnc3)cc21 | 5%[176 µM] |
| COc1ccc(CNc2nc3ccccc3nc2NS(=O)(=O)c2cccc3nsnc23)cc1 | 6% |
| FC(F)(F)c1ccccc1-c1cc(-c2cccnc2)c2cncn2c1 | 15%[176 µM] |
| COc1ccc2cc(CNC(=O)c3ccc4c(c3)NC(=O)CCS4)ccc2c1 | 18% |
| Cc1ccc(C(=O)NC[C@H]2O[C@@H](CC(=O)NCc3ccc(F)cc3)[C@H](O)[C@@H]2O)cc1 | 11%[176 µM] |
| COC(=O)N(C)C1CCc2ccccc21 (stereo not drawn) | 23%[176 µM] |
| N#C/C(=C/c1ccc(O)c(Br)c1)C(=O)Nc1ccccc1C(F)(F)F | ? |
| COc1cccc(-c2cc3c(Nc4cccnc4)nccc3n2C)c1 | 13% |
| Cc1ccc(CNC(=O)C23CCC(=O)N2CCS3)cc1 (stereo not drawn) | 0% |
| Cc1ccc(N2C[C@]34C=C[C@H](O3)C(C(=O)N(C)CCc3cn[nH]c3)C4C2=O)cc1C (stereo partly drawn) | 13% |
| CCOC(=O)c1cc2cc(Oc3ccccc3)ccc2n1C | ? |
| COc1ccc2cc(C(=O)N(C)C3CCS(=O)(=O)C3)[nH]c2c1 (stereo not drawn) | -6% |
| O=C(O)C[C@@H]1CCN(C(=O)Nc2ccc(C(F)(F)F)cc2)C[C@@H]1CCN1C[C@@H]2C[C@H](C1)c1cccc(=O)n1C2 | -2% |
| CC(C)c1nc2c(c(-c3ccc(O)cc3)n1)CN(Cc1ccccc1)CC2 | 17% |
| CN1CCC2(CC1)CN(C(=O)Cc1cccs1)Cc1ccccc1O2 | 8% |
| CCCNC(=O)C1COC2(CCN(C(=O)c3ccc(OC)cc3)CC2)N1C(=O)c1ccccc1 (stereo not drawn) | 32%[activator] |
| CC(SC(=S)N(C)C)C(=O)NC(C)c1ccc(F)cc1 (stereo not drawn) | ? |
| CC(=O)N1CC2(CCN(Cc3cccc(C(N)=O)c3)C2)Cc2ccccc21 (stereo not drawn) | 4%[6.33 µM] |
| O=C(/C=C/c1ccccc1)N1CCCC1 | 1% |
| CC(C)(CC(=O)O)CC(=O)N1Cc2[nH]cnc2C[C@H]1C(=O)N1CCCC1 | ? |
| COc1cc(O)ccc1CN1CCc2nnc(C(C)NC(=O)c3cc(F)ccc3F)n2CC1 (stereo not drawn) | 2% |
| CN1C[C@H](O)C[C@H]1c1nc(-c2ccc(OC(F)(F)F)cc2)no1 | -1%[176 µM] |
| CC(=O)Nc1cccc(-c2nc3cc(C)cc(C)c3o2)c1 | -3% |
| O=C(Cc1cccnc1)NC1CCN(c2cnn(CC3CC3)c(=O)c2)CC1 | 25% |
| O=C(C1CCCC1)N1Cc2ccccc2CC2(CCN(CC3CCNC3)C2)C1 (stereo not drawn) | ? |
| CCOCCCNC(=S)NC(c1ccccc1)c1ccccc1 | -42% |
| Cc1ccc(C)c(C(=O)CSc2nnnn2C)c1 | -17% |
| C[N+](C)(C)CC(C[N+](C)(C)C)OCc1ccccc1 | ? |
| COc1ccc(-c2nc(C)nc3c2CCN(Cc2cc(C)on2)CC3)cc1 | 34%[activator] |
| Cc1cc(CNC(=O)COc2cccc3ccccc23)c2ccccc2n1 | 3% |
| COc1ccc2c(c1)N(S(=O)(=O)c1ccc(F)cc1)C(C)(C)C=C2C | 13% |
| N#CCCN1CCN(C(C(=O)O)c2cn(CC(=O)O)c3ccc(Br)cc23)CC1 (stereo not drawn) | ? |
| O=C(NCc1ccco1)c1cc2ccc(Cl)cc2[nH]1 | ? |
| COCCCN1CCC(CN)C1 (stereo not drawn) | ? |

Next section
| SMILES | ALOX12 inh |
| --- | --- |
| O=C(CCc1ncc(-c2ccc(F)cc2)o1)N1CCC(n2cccc2)CC1 | 21% |
| COc1cc2c(cc1OC)C(c1ccccc1)N(CC(=O)Nc1ccccc1)CC2 (stereo not drawn) | 18% |
| O=C(c1csc(Cc2ccccc2)n1)N1Cc2ccccc2C(O)C1 (stereo not drawn) | 17% |
| CC1C=CC(C)N1c1ncnc2c1CN(C1CCNCC1)C(=O)CN2C (stereo not drawn) | -27%[6.33 µM] |
| COC(=O)[C@H]1[C@H](CO)[C@H]2Cn3c(ccc(Br)c3=O)[C@H]2N1C(C)=O | -22% |
| CCCOc1ccc(NC(=O)Cc2cccc3ccccc23)c2cccnc12 | -28% |
| CCC(CC)C(NC(C)=O)c1cccs1 (stereo not drawn) | -14% |
| Nc1nnc(SCC(=O)N(C2CCCCC2)C2CCCCC2)s1 | -1% |
| CCOCC(=O)N1CCN(Cc2ccc(=O)n(CC3CC3)c2)CC1 | 6% |
| CC(NC(=O)Cc1cccc(C(F)(F)F)c1)c1ccc(F)cc1F (stereo not drawn) | -33% |
| CCc1nc2c(c(-c3ccc(Cl)cc3)n1)CN(C(=O)COC)CC2 | 5% |
| O=C(Cc1c[nH]c2ncc(-c3ccncc3)cc12)NCc1cccnc1 | 5%[176 µM] |
| COc1ccc(C2Cn3cnc(C(=O)N4CCC(C(=O)NC5CCC(C)CC5)CC4)c3CO2)cc1 (stereo not drawn) | 58%[activator] |
| COCC(=O)NC1CCC12CCN(C(=O)c1cnc(C)cn1)CC2 (stereo not drawn) | 28% |
| CC(C)Nc1ccc(-c2ccc(S(=O)(=O)NC(C)(C)C)cc2)nn1 | -3% |
| CN(C)C(=O)CN(C)c1nc(-c2ccccc2)c2ccccc2n1 | 7% |
| CN(C)C(=O)C1CN(C(=O)c2ccccc2Br)CC12CCOCC2 (stereo not drawn) | 25% |
| N#CCN(Cc1ccc(C(F)(F)F)cc1)C1CC1 | 28% |
| O=C(COc1ccc2c(=O)c(Oc3ccc(-c4ccccc4)cc3)coc2c1)NCc1ccccc1 | -16% |
| Cc1cc(C)c2oc(-c3cccc(NC(=O)c4ccccc4[N+](=O)[O-])c3)nc2c1 | -5% |

Ordered by molecular weight (low to high): 5 of the compounds above
| SMILES | ALOX12 inh |
| --- | --- |
| CCOCC(=O)N1CCN(Cc2ccc(=O)n(CC3CC3)c2)CC1 | 6% |
| CC(NC(=O)Cc1cccc(C(F)(F)F)c1)c1ccc(F)cc1F (stereo not drawn) | -33% |
| CCc1nc2c(c(-c3ccc(Cl)cc3)n1)CN(C(=O)COC)CC2 | 5% |
| CC1C=CC(C)N1c1ncnc2c1CN(C1CCNCC1)C(=O)CN2C (stereo not drawn) | -27%[6.33 µM] |
| COc1ccc(C2Cn3cnc(C(=O)N4CCC(C(=O)NC5CCC(C)CC5)CC4)c3CO2)cc1 (stereo not drawn) | 58%[activator] |

(list continues)
| SMILES | ALOX12 inh |
| --- | --- |
| Cc1nc(-c2ccccc2)n(CC(=O)Nc2ccc(F)cc2)c(=O)c1CCO | 3% |
| COC(=O)c1ccc(CC(Cc2ccc(C(=O)OC)o2)(C(C)=O)C(C)=O)o1 | 16% |
| CC(=O)Nc1ccc(S(=O)(=O)N[C@H]2CO[C@H]3[C@@H]2OC[C@@H]3n2nnnc2Oc2cccc(N3CCOCC3)c2)cc1 | -35% |
| Cc1cnc(-c2cnc(NCCNc3ccc(C#N)cn3)nc2-c2ccc(Cl)cc2Cl)[nH]1 | -10%[57.4 µM] |
| Cc1ccc(C)c(N=Cc2ccc([N+](=O)[O-])cc2)c1 | -12% |
| COCc1ccc2c(c1)c(OC(C)(C)C(=O)NCCN1CCOCC1)nn2Cc1ccccc1 | 0% |
| CC1=C[C@@H](CN(C)CCc2ccccn2)[C@H](C(C)C)C[C@H]1Cc1nnc(-c2ccccc2)o1 | 36%[activator] |
| Fc1cccc(Cl)c1CSc1nc(CN2CCOCC2)nc2ccccc12 | 11% |
| CN(C)C(=O)c1cn(C2CNC2)nn1 | 48%[activator] |
| CC(C)CC(=O)NC1CCN(c2cnn(CC3CC3)c(=O)c2)CC1 | -8% |
| COc1ccc(CN2CCc3ncc(C(=O)Nc4ccccc4C)n3CC2)cn1 | 19%[176 µM] |
| O=C1Nc2ccc(-c3ccccc3)cc2C(=O)N2CCN(C(=O)c3cccs3)C[C@H]12 | ? |
| COc1cccc(CN2CCN3C(C(=O)Nc4ccccc4)=COC3=NC2=O)c1 | -14% |
| CC(NC(=O)c1ccccc1)C1CCCO1 (stereo not drawn) | 36%[activator] |
| O=C(NCc1cccnc1)c1nc(-c2cccc(C(F)(F)F)c2)c2cnccn12 | 7% |
| CN(C)c1ccc(CN2CC(Oc3ccc4c(c3)OCO4)C2)cc1 | 0%[6.33 µM] |
| Cn1cccc(C(=O)N2CCC3(CC2)CN(CCOc2ccccc2)C(=O)O3)c1=O | 47%[activator] |
| Cc1ccc(N2CCN(S(=O)(=O)c3ccccc3Cl)CC2)cc1Cl | 28% |
| Cc1ccccc1C(=O)N1CCC(c2nn(-c3ccccc3)c(=O)[nH]2)CC1 | 35% |
| CCc1ccc(-c2[nH]c3c(c2-c2ccc(OC)cc2)c(=O)[nH]c(=O)n3C)cc1 | ? |

Six compounds already listed, ordered by their value in ALOX12 inh, falling:
mol | ALOX12 inh
Cc1ccccc1C(=O)N1CCC(c2nn(-c3ccccc3)c(=O)[nH]2)CC1 | 35%
COC(=O)c1ccc(CC(Cc2ccc(C(=O)OC)o2)(C(C)=O)C(C)=O)o1 | 16%
COCc1ccc2c(c1)c(OC(C)(C)C(=O)NCCN1CCOCC1)nn2Cc1ccccc1 | 0%
CC(C)CC(=O)NC1CCN(c2cnn(CC3CC3)c(=O)c2)CC1 | -8%
Cc1ccc(C)c(N=Cc2ccc([N+](=O)[O-])cc2)c1 | -12%
COc1cccc(CN2CCN3C(C(=O)Nc4ccccc4)=COC3=NC2=O)c1 | -14%

(listing goes on)
| SMILES | ALOX12 inh |
| --- | --- |
| O=C(O)C/C(=C/c1cccc(Br)c1)c1nc2ccccc2s1 | 28µM* |
| C=CCOc1cccc(/C=N/NC(=O)C(C)O)c1 (stereo not drawn) | 2% |
| Cc1ccccc1C(=O)N1CCCN(c2cc(-c3ccc(F)cc3)[nH]n2)CC1 | 15% |
| CC(C)NC(=O)c1ccccc1OCC1CCCN(C2CCCC2)C1 (stereo not drawn) | 4% |
| CC(=O)N1CCN(Cc2nc3c(n2Cc2ccccc2)C(=O)N(Cc2ccccc2C#N)CCN3)CC1 | 14% |
| O=c1[nH]c2sc3c(c2c2nc(-c4ccc(O)cc4)nn12)CCC3 | -18% |
| CC1=NS(=O)(=O)NC(C)=C1CCC(=O)Nc1ccc2c(c1)CCC2 | -2% |
| CN(C)c1ccc(CN2CCCC3(C2)C(=NC2CCCC2)NC(=O)N3c2cccnc2)cc1 (stereo not drawn) | 6%[6.33 µM] |
| O=C(c1ccccn1)N1CCC2(CC1)CC(N(Cc1ccc(F)cc1)C1CC1)CCO2 (stereo not drawn) | 8% |
| CC(=O)c1ccc(S(=O)(=O)N(C)C(C)c2cc3ccccc3o2)cc1 (stereo not drawn) | -24% |
| Cc1csc(NC(=O)CCc2ncc(-c3ccc(F)cc3)o2)n1 | ? |
| CC(NC(=O)c1cnccn1)c1ccccc1 (stereo not drawn) | ? |
| COc1ccc(CN2CCc3nc(N(C)C)[nH]c(=O)c3CC2)c(OC)c1OC | 54%[activator] |
